# From PubChem BioAssay
# Hep lipid drop: inhibitors of hepatocyte lipid droplet formation, primary screen, imaging, high-throughput imaging, BODIPY stain | AML12 mouse hepatocytes, oleate lipid droplets | inhibition, % at 6.5 µM | 240,000 tested, 0.4% active | AID 1656, 2009;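 active means lipid droplet intensity inhibited by at least 50%, with more than 500 cells counted; inconclusive means wells with under 300 cells, treated as cytotoxic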
#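 Test system: AML12 mouse liver cells; schedule: overnight exposure; technique: high-content imaging of BODIPY-stained droplets and DAPI nuclei; read-out: % inhibition of corrected integrated BODIPY droplet signal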
# MT stabilizer: microtubule stabilizers in HeLa cells, primary screen, imaging, high-content imaging | HeLa tubulin immunostaining HCS, 24 h; share of cells brighter than vehicle mean+2SD | % tubulin-high responders, % at 10 µM | 200,000 tested, 0.83% active;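 active means plate Z-score above 3 for both tubulin-high and condensed-nucleus cell shares, with cell loss under 80%, at 10 µM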;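 further: anti alpha tubulin signal scored within the nucleus-defined area of each cell; some results filed as inactive read as strong as hits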
# Dynein cargo inh: inhibitors of GR-EGFP nuclear translocation, primary screen, dynein cargo transport inhibitor project, imaging, high-content, 3617.4 mouse cells; test concentration mostly 20 µM; stimulated with dexamethasone, 1 µM; active compounds read low; z-score, hits read low; 220,000 tested, 0.47% active; AID 1381, 2008;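 active means plate z-score of nuclear minus cytoplasmic receptor signal below a set negative limit, without overly bright fluorescence or cell loss, cut at about -3.5 in these data, passing the limit was not always enough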;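 further: z-score of nuclear minus cytoplasmic ring GR-EGFP intensity difference per well; some compounds called inactive have numbers as strong as hits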
#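 Also added: dexamethasone, 1.0 µM final. Medium: tet-free, stripped-serum medium. Detection: fixed, Hoechst-stained cells imaged at 10x for EGFP. Read-out: nuclear-to-cytoplasmic GR-EGFP distribution per well. Times: induction 48 h, compound 1 h, agonist 30 min.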
# Myeloid diff 2: induction of myeloid progenitor differentiation, primary screen, cell-based, flow cytometry, MLPCN library; AID 624256, 2012; calls only at 10 µM; ER-HoxA9 myeloid progenitors, lysozyme-GFP differentiation; 360,000 tested, 1% active;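 active means normalized GFP-positive differentiation at or above the plate's own cutoff, the solvent-only control mean plus 3 SD; inconclusive means no clear call, values can overlap the other calls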;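 further: cells exposed to compound for four days before flow analysis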
# T cell modulator: modulators of CD8 T cell-vesicle binding, primary screen, mouse 2C CD8+ T cells, flow cytometry; 2C CD8+ T cell-vesicle binding; active compounds read low; 330,000 tested, 0.068% active; calls only at 7 µM;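 active means response, share of CD8 T cells binding vesicles, and their 90th percentile fluorescence all below set limits, cut at about 80% in these data, passing the limit was not always enough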
#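 Benchmarks: naked versus QL9-loaded vesicles / Assay system: purified 2C TCR transgenic mouse naive CD8+ T cells / Technique: high-throughput flow cytometry with anti-B7-1 and anti-CD8 staining / Timing: Cell–vesicle co-incubation 1.5 h at 37 °C, staining 20 min on ice / Read-out: percent CD8+ FL2 mean versus row control / Probe or stimulus: QL9-loaded Drosophila micro-vesicles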
# human PMI inhibition: inhibitors of human PMI, primary screen, biochemical, fluorescence intensity, coupled assay (AID 1209). one-dose inhibition, % at 20 µM; IC50 in µM for titrated hits. 190,000 tested, 0.42% active. purified PMI enzyme, coupled fluorescence intensity; higher % means a stronger effect. Mannose-6-phosphate isomerase (Homo sapiens); in the data active means inhibition above about 50%;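 further: plate controls were DMSO vehicle for no effect and wells lacking substrate for full effect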
# Ins promoter up: insulin promoter activators in MIN6 cells, imaging, high-content screening, mouse beta cells; MIN6 insulin promoter-GFP reporter; active compounds read high; 190,000 tested, 0.3% active; AID 1625, 2009; z-score at 5 µM;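 active means z-score above 3 at 5 µM with at least 500 cells counted in the well; inconclusive means wells under 500 cells, flagged as cytotoxic or low count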
# TNAP activators: human TNAP enzyme activators, primary screen, biochemical, luminescent, no phosphate acceptor, uHTS (AID 1001); Alkaline phosphatase, tissue-nonspecific isozyme (Homo sapiens); 200,000 tested, 0.03% active; purified TNAP, luminescent activation assay, no phosphate acceptor; higher activation fold means a stronger effect; one-dose activation fold at 20 µM; EC50 in µM for titrated hits; in the data active means activation fold from about 3, or a potency from the dose series; inactive means the rest, 99 in 100 with activation fold below about 1.6; further: many of its hits are not listed in these tables
# bCat nuc transl: modulators of beta-catenin nuclear translocation, primary screen, imaging, HeLa cells, immunofluorescence, high-content. nuclear translocation activity, % at 5 µM. 190,000 tested, 0.3% active. AID 1665, 2009;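 active means nuclear translocation activity above 50% at 5 µM, with a well cell count of 50 or more; inconclusive means wells under 50 cells across six images, flagged as toxic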;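 further: per-cell ratio of nuclear to cytoplasmic median beta-catenin stain intensity; plate controls were DMSO negative control for no effect and GSK-3 inhibitor IX positive control for full effect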
#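 Technique: fluorescence imaging of beta-catenin antibody stain plus DAPI / Material: human HeLa cell line / Incubation: compound treatment 24 h, 37°C, 5% CO2 / Read-out basis: % activation of per-cell nuclear versus cytoplasmic median beta-catenin signal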
# Dynein cargo inh cytoplasmic EGFP: recorded beside Dynein cargo inh, whose call it bears; z-score; measured here: cytoplasmic GR-EGFP intensity; active compounds read high
# Dynein cargo inh nuclear GR-EGFP: also measured in Dynein cargo inh; calls as there; z-score; measured here: nuclear GR-EGFP intensity;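 lower value marks the stronger effect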
# Dynein cargo inh cell count: further read-out of Dynein cargo inh, marked with its call; z-score; measured here: cell count per field
# Ins promoter up cell count: further read-out of Ins promoter up, marked with its call; cell count; measured here: cytotoxicity, nuclei count;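 total cells summed across four imaged fields per well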
# Hep lipid drop cells 6.5 µM: further read-out of Hep lipid drop, marked with its call; cell count; measured here: cell count, cytotoxicity flag;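 cells counted across two imaged fields per well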
# bCat nuc transl cell count 5 µM: second read-out of bCat nuc transl, no call of its own (marks repeat the call); cell count; measured here: cell count, cytotoxicity flag
# T cell modulator vesicle-bound %: second read-out of T cell modulator, no call of its own (marks repeat the call); double positive events, %; measured here: CD8+ vesicle-bound cell fraction;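 binding gate set so that unloaded-vesicle control wells show 10% double positive cells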
# MT stabilizer Hoechst-high %: also measured in MT stabilizer; calls as there; % Hoechst-high responders; measured here: nuclear condensation Hoechst responders;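 share of cells brighter than vehicle mean plus two SD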
# MT stabilizer cytotoxicity %: further read-out of MT stabilizer, marked with its call; toxicity, %; measured here: cytotoxicity by cell density;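 0% = mean cell density of plate MIN control wells and 100% = no cells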
# Myeloid diff 2 GFP+ MAC1+ %: further read-out of Myeloid diff 2, marked with its call; GFP+ MAC1+ double positive, %; measured here: differentiation confirmed by MAC1 staining
# The depositor's hits bear a star; i = inactive; ? = inconclusive; / = not tested or not shown.
item	canonical_smiles	Hep lipid drop	Hep lipid drop cells 6.5 µM	MT stabilizer	MT stabilizer Hoechst-high %	MT stabilizer cytotoxicity %	Dynein cargo inh	Dynein cargo inh cytoplasmic EGFP	Dynein cargo inh nuclear GR-EGFP	Dynein cargo inh cell count	Myeloid diff 2	Myeloid diff 2 GFP+ MAC1+ %	T cell modulator	T cell modulator vesicle-bound %	human PMI inhibition	Ins promoter up	Ins promoter up cell count	TNAP activators	bCat nuc transl	bCat nuc transl cell count 5 µM
1	CCCN(CCC)C(=O)CSc1nc2c(sc(=S)n2-c2ccc(OCC)cc2)c(=O)[nH]1	-1.6	715	1.3	2.1	4.3	0.18	-0.259	0.0758	0.549	i	0.5	i	10.5	-3.0%	/	/	1.1	-1.6	602
2	CN(C)CC(O)COc1ccc(-c2ccc(C#N)cc2)cc1 (stereo not drawn)	-2.3	723	1.5	2.0	6.6	-0.398	0.205	0.132	0.275	/	/	i	13.5	4.9%	-1.11	1018	1.1	1.0	1125
3	CC(C)N1C(=O)CCC1C(=O)N1CCN(c2ccc(F)cc2)CC1 (stereo not drawn)	-12.5	703	/	/	/	0.699	0.0436	0.851	-1.35	i	0.6	i	44.5	/	-0.45	1110	/	0.1	1325
4	Cn1c(=O)c2cnc(-c3ccc(C(F)(F)F)cc3)nc2n(C)c1=O	15.7	690	/	/	/	0.396	-0.168	0.158	-1.2	i	0.4	i	29.3	/	-0.06	1469	/	-1.2	1147
5	O=C(CCCC(=O)N1CCCc2ccccc21)N1CCCc2ccccc21	/	/	6.3	2.5	8.0	-0.248	-0.0967	-0.108	0.844	i	1.0	i	35.5	10.2%	0.46	922	1.1	-0.5	1145
6	COC(=O)CC1C(=O)NCCN1C(=S)NC(=O)C(c1ccccc1)c1ccccc1 (stereo not drawn)	28.1	666	5.0	3.3	8.0	-0.885	-0.29	-0.497	0.474	i	0.5	i	19.2	13.2%	0.33	1521	1	0.5	1146
7	O=C(CSc1nnc(CNc2ccc(Cl)cc2)o1)Nc1nc2c(s1)CCCC2	/	/	2.5	1.4	9.8	-0.597	-0.22	0.359	0.319	i	1.2	i	10.7	-0.3%	1.56	1028	1	-0.2	1084
8	CN(CCNC(=O)CN1C(=O)CSc2ccc(S(=O)(=O)N3CCCC3)cc21)Cc1ccccc1	-8.5	720	6.2	1.7	7.0	1.8	0.245	0.818	-0.624	i	0.1	i	19.2	-5.7%	-0.04	1224	1.1	/	/
9	Cc1ccc(NNS(=O)(=O)c2ccc(C)cc2)cc1	/	/	1.9	1.1	9.5	-0.255	-0.213	-0.317	0.458	i	0.4	i	49.2	-13.6%	-0.47	1534	1	1.2	1394
10	O=C(OCc1cc2ccccc2[nH]c1=O)c1ccccc1	/	/	3.5	1.9	7.2	1.14	-0.294	0.328	-0.00486	i	1.1	i	34.0	-0.6%	/	/	1.1	-2.1	942
11	O=c1[nH]c(SCCN2CCOCC2)nc(O)c1-c1ccccc1	5.5	674	/	/	/	-0.441	-0.243	-0.614	0.398	i	0.2	i	49.4	/	0.18	1162	/	-1.5	1265
12	COc1ccccc1N(CC(=O)Nc1c(C)cccc1C)S(C)(=O)=O	-0.3	784	4.3	2.3	2.3	1.19	-0.235	0.44	-0.366	i	7.0	i	20.4	4.8%	-0.69	1048	1.1	-3.4	1236
13	CCOC(=O)C1(Cc2ccccc2)CCN(Cc2cccn2-c2nccs2)CC1	-3.2	619	1.5	1.6	7.8	1.26	-0.171	0.464	-0.781	i	1.3	i	54.9	10.6%	/	/	1.1	0.5	1554
14	Cc1sc2ncnc(NC3CCN(Cc4ccccc4)CC3)c2c1C	-0.1	631	4.0	1.9	5.5	-0.37	-0.257	-0.0976	-0.222	i	0.4	i	31.2	-0.2%	-3.55	792	1.1	-4.8	1113
15	CC(C)C1Oc2ccccc2N(CC(=O)NCCCN2C(C)CCCC2C)C1=O (stereo not drawn)	/	/	2.3	2.6	7.9	0.104	-0.434	-0.0101	0.692	i	1.0	i	41.4	-1.6%	0.07	1215	1.1	0.7	947
16	COc1ccc(N2CCN(C(=O)Nc3ccccc3C)CC2)cc1	16.0	703	5.5	1.3	0.1	0.612	-0.262	0.298	0.1	i	0.1	i	59.5	6.7%	-0.28	1631	1.1	-4.6	1068
17	CC(C)(C)c1ccc(CN2C3=NCCCN3c3ccccc32)cc1	-44.3	693	2.2	1.3	4.0	0.486	0.0945	-0.307	-2.39	i	2.5	i	57.7	-5.9%	/	/	1.1	?	/
18	CCOC(=O)c1cc2c(=O)n3ccccc3nc2n(CC(C)C)c1=NC(=O)c1ccco1	-3.4	670	3.0	1.9	5.5	-0.676	-0.281	-0.314	1.38	i	0.2	i	6.5	8.7%	-0.8	1826	1	1.6	989
19	Cc1ccc(C(=O)c2cc([N+](=O)[O-])ccc2N2CC(C)OC(C)C2)cc1 (stereo not drawn)	14.0	592	19.8	8.0	79.7	-1.01	-0.262	-0.566	0.435	/	/	i	49.7	4.3%	-0.05	1429	1	-1.6	1106
20	O=C(Cn1nnc2ccccc21)c1ccc(Cl)cc1	-13.1	651	/	/	/	0.265	1.49	0.333	0.0302	i	0.6	i	55.4	/	0.28	1325	/	0.7	1281
21	O=C(CCSc1ccccc1)NCCSCc1ccccc1	-32.2	486	2.8	3.6	13.2	0.921	-0.253	0.423	-0.991	i	0.5	i	45.8	3.5%	0.4	1340	1.2	/	/
22	Cc1ccc(NC(=O)CN(C)C(=O)c2ccc(S(=O)(=O)N(C)c3ccccc3)cc2)cc1	-2.0	685	3.0	2.2	4.1	-0.275	-0.187	-0.467	0.442	i	0.4	i	15.5	-24.0%	-0.39	1509	1.1	-2.4	1123
23	CCCC(=O)Nc1nc2ccc(OC)cc2s1	8.9	638	2.2	1.5	5.7	0.134	-0.202	0.308	0.313	i	1.1	i	47.6	12.4%	0.23	1800	1.1	-1.3	1040
24	COc1cc(/C=C/C(=O)N2CCCc3ccccc32)cc(OC)c1OC	-2.3	756	2.6	2.2	10.3	0.49	-0.171	0.346	-0.712	i	0.0	i	15.8	-8.8%	0.96	1328	1.1	/	/
25	O=S1(=O)CCN(Cc2ccc(Cl)cc2)CC1	/	/	1.3	1.6	4.3	-0.929	-0.127	-0.514	1.4	i	0.9	i	52.8	7.1%	0.57	1384	1	-3.0	1313
26	COc1ccc(C(=O)NC(=S)Nc2ccccc2F)cc1	-24.8	636	3.2	1.6	0.8	0.387	-0.0421	0.382	0.188	i	0.3	i	32.4	-2.2%	-0.21	1312	1	-0.2	976
27	CCC1(C)Cc2c(sc3nnn(CC(=O)Nc4ccccc4)c(=O)c23)CO1 (stereo not drawn)	/	/	2.2	1.4	10.2	0.396	-0.212	0.721	-0.0485	i	0.4	i	19.5	14.1%	0.15	1456	1	1.3	1445
28	CCc1ccc(Nc2ncc3c(n2)CC(c2ccc(OC)cc2)CC3=O)cc1 (stereo not drawn)	/	/	2.5	1.4	9.1	-0.212	-0.192	-0.786	-0.605	i	1.1	i	28.4	3.6%	-0.48	1534	1	0.1	1261
29	COC(=O)c1ccc(NS(=O)(=O)N(C)C)cc1	3.3	756	2.5	1.9	3.5	-0.678	-0.212	-0.282	-0.21	i	0.5	i	51.5	0.6%	-0.62	1373	1.1	0.6	1076
30	CC(=O)c1ccc(N(C(=O)Cn2nnc(-c3ccccc3)n2)C(C(=O)NC2CCCCC2)c2ccccn2)cc1 (stereo not drawn)	10.6	703	3.5	1.9	5.4	0.16	-0.227	-0.0529	-0.104	i	0.5	i	28.0	9.6%	-0.03	1398	1.1	-4.8	566
31	COc1cc(/C=C(\C#N)C(=O)Nc2cccc3ncccc23)cc(OC)c1OC	-65.5	447	3.2	1.6	9.7	-0.525	-0.283	-0.289	0.484	i	0.3	i	34.3	0.6%	-0.33	2134	1.1	5.2	729
32	COc1ccc(OC)c(C2CC(c3c(-c4ccccc4)c4cc(Cl)ccc4[nH]c3=O)=NN2S(C)(=O)=O)c1 (stereo not drawn)	/	/	8.1	3.7	4.9	0.315	-0.212	0.514	0.514	/	/	i	31.3	13.1%	-0.77	969	1	1.6	869
33	CCCNC(=O)CN(C)CC(=O)Nc1ccccc1C#N	2.7	640	3.8	1.5	7.0	0.787	-0.145	0.688	-0.0588	i	0.8	i	22.4	5.9%	0.77	1358	1.1	-2.7	1044
